RGS12 GoLoco inh = RGS12 GoLoco-Gai1 interaction inhibition | Potency, µM (series often up to 61.6 µM), inactives show at the top dose activity, negative = inhibition, actives largely listed as inhibitors | P63096 | Gai1:RGS12 GoLoco peptide FP, rhodamine, 10 min | actives 0.44% (n = 230,000) | AID 880; active means well fitted inhibition curve with a large enough effect, not every such curve was filed as active; inactive means no such curve, though single readings can be large or run the other way; further: on the % scale 0 is the no-effect control and ±100 the full control effect; nearly all actives have a fitted effect of over 30% in size; many of its hits are not listed in these tables
Target sequence (P63096 whole entry, looked up): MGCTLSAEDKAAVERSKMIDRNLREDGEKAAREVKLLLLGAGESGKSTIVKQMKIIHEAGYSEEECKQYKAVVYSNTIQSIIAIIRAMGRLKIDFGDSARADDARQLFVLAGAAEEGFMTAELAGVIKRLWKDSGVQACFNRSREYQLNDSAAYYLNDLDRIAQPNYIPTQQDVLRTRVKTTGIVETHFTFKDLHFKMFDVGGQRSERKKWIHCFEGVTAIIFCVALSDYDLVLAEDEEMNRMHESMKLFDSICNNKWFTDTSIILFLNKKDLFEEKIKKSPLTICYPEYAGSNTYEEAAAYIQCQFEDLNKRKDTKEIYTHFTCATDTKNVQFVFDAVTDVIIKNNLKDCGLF
IMPase Li inh = IMPase inhibition in cells with lithium potentiation. CHO-M1 cells, IP1 TR-FRET (IP-One), carbachol + lithium. Potency, µM (titrated, usually from 59.4 µM), without a hit: at the highest dose activity, negative = IMPase inhibition, hits mostly inhibitors. actives 0.35% (n = 210,000). AID 1457;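 further: IP1 builds up when IMPase is blocked and the TR-FRET signal falls; plate controls were basal vehicle for no effect and high inhibitor control for full effect; nearly all actives have a fitted effect of over 50% in size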
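Steps: plate 2000 CHO-M1 cells per well and culture 16–30 h; add compound and lithium; incubate 30 min, 37C; add d2-IP1 tracer and Eu cryptate anti-IP1 antibody in lysis buffer; read after 10 min at room temperature.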
HTT ATP protect = Huntington cell model cytoprotection by ATP luminescence. PC12 HTT-Q103 induced, cytoprotection, ATP luminescence, 40 h. Potency, µM (top dose mostly 56.4 µM), without a hit: cytoprotection (ATP increase), most hits filed as activators. actives 0.14% (n = 230,000). AID 1471;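 further: % of control where 0% means no effect; nearly all actives have a fitted effect of over 45% in size; toxic huntingtin expression switched on by the ecdysone agonist tebufenozide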
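Cells were plated at 1500 per well in phenol red-free DMEM with 5% equine and 5% calf serum. Tebufenozide (100 nM final) and compounds were added, then ATPlite reagent, and luminescence was read.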
GAA inhib = alpha-glucosidase (human) inhibition | AID 1466 | actives 0.005% (n = 200,000) | P10253 | Potency, µM (doses to about 76.9 µM), for the others: at the highest dose activity change, negative = inhibition, most hits filed as inhibitors | purified human GAA, 4-MU-alpha-glucoside fluorescence;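 further: plate controls were uninhibited enzyme wells for no effect and no-enzyme background for full effect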
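Read-out is 4-methylumbelliferone fluorescence (Ex 365/Em 440 nm) after NaOH/glycine stop at pH 10. Enzyme 4 nM, substrate 400 uM, pH 5.0 citrate buffer, 20 min room temperature; AC50 from Hill-equation concentration-response.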
aGlu spleen mod = lysosomal alpha-glucosidase (human) modulation; human spleen homogenate, 4-MU-alpha-glucoside fluorescence; Potency, µM (series often up to 79.9 µM), without a hit: at the highest dose activity change, negative = inhibition, actives largely listed as inhibitors; actives 0.006% (n = 240,000); P10253;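 further: 0% = enzyme with vehicle and -100% = no enzyme basal signal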
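AC50 values come from Hill-equation fits of concentration-response data, normalized to no-enzyme and full-activity controls. Enzyme source: 1 ug human spleen homogenate; 1 mM fluorogenic 4-MU glucoside, pH 5.0 citrate buffer, 37 C, 40 min.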
HttQ103 aggreg = mutant huntingtin aggregation inhibition; PC12 HttQ103-GFP aggregates, Acumen cytometry, 40 h; Potency, µM (doses to about 46.1 µM), for the others: top-dose activity change, negative = inhibition, most hits filed as inhibitors; actives 1.1% (n = 220,000); AID 1688; further: on the % scale 0 is the no-effect control and ±100 the full control effect; nearly all actives have a fitted effect of over 60% in size
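Multiplexed with ATP-based cell death, this channel scores GFP aggregates in PC12 cells expressing inducible HTTex1-Q103-GFP. Induction used 100 nM tebufenozide; compounds were tested in concentration series.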
GAA glycogen mod = alters human alpha-glucosidase cleavage of glycogen; recombinant GAA, glycogen substrate, Amplex Red glucose oxidase fluorescence; actives 0.38% (n = 300,000); Potency, µM (top dose mostly 76.4 µM), without a hit: at the top dose activity change, negative = inhibition, usual class: inhibitors;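 further: 0% = full enzyme reaction and -100% = no-enzyme basal signal; the screen sought inhibitors and activators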
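qHTS, 1536-well; enzyme 4 nM final; cpd up to 77 uM; substrate bovine liver glycogen 30 ug; 50 mM citrate/phosphate pH 5.0, 0.01% Tween-20; 37 C, 40 min; Amplex Red detection 45 min RT; Hill fit → AC50.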
Active calls of the source: *; ? = inconclusive; · = no result given; & = joins results of further samples; [ ] = remark or other dose. Unless noted, the call rests on the fitted dose curve; in most records, active means well fitted curve in the direction sought with a large enough effect; inconclusive means small, poorly fitted or top-dose-only effect, or another doubt; inactive means no such curve, though single readings can be large; an effect the other way counts as inactive or inconclusive. Potency means the concentration at half of the fitted maximal effect. This is a subset; the hit share may differ from the screen's.

Results follow in this order: RGS12 GoLoco inh	IMPase Li inh	HTT ATP protect	GAA inhib	aGlu spleen mod	HttQ103 aggreg	GAA glycogen mod
CCOc1ccc(-n2c(O)c(C=Nc3ccc(N4CCOCC4)cc3)c(=O)[nH]c2=O)cc1
  -3%	-2%[38.3 µM]	-24%	-5%	-3%	10%	-8%
Cc1c(O)c(O)cc2c1CC=C1[C@]3(C)CC[C@]4(C)CC[C@@](C)(C(=O)O)CC4[C@]3(C)CC[C@]12C (stereo partly specified)
  -11%	-2%	·	·	4%	·	·
COc1ccc(NC(=O)c2cn(CCC#N)nc2-c2ccc([N+](=O)[O-])cc2)cc1
  4%	3%	-32%[inhibitor]	-7%	-12%	-5%	4%
CCCCCCC(=O)c1c(O)n(-c2ccc(OC)cc2)c(=O)[nH]c1=O (tested in a mixture with another compound)
  5%	·	0%[10 µM]	·	5%	1%[9.22 µM]	3%
COc1ccccc1N=Cc1c(O)n(C)c(=O)n(C)c1=O
  4%	-8%[38.3 µM]	-11%	-6%	-8%	-7%	5%
CCN1C[C@@]2(COC)CC[C@H](OC)[C@]34[C@@H]1[C@]1(OCO[C@@]15C[C@@H](OC)C1C[C@H]3[C@H]5[C@@H]1OC)[C@H](O)[C@@H]24
  3%[21.6 µM]	4%	-6%[40.3 µM]	·	-5%[29.1 µM]	·	·
O=C(O)[C@@H](Br)[C@H](Br)C(=O)O
  4%[14.2 µM]	-2%	9%[10 µM]	·	·	·	·
O=C(N/N=C1/CN2CCC1CC2)c1cccc(O)c1
  6%	22%[38.3 µM]	-12%	-1%	4%	1%	-3%
Cc1cc(/C=C2\C(=O)NC(=O)N(Cc3ccccc3)C2=O)c(C)n1C1CC1
  21%	4%	-36%	9%	8%	29%	-15%
CN1CCN(c2ccccc2N)CC1
  25µM*	6%[38.3 µM]	8%	-2%	-6%	1%	4%
CC1(C)COC(Nc2ccc(Cl)cc2)=N1
  -5%	-3%[38.3 µM]	-21%	-9%	6%	-14%	11%
COc1ccc(-c2nc3ccccc3c(=O)n2-c2ccc(OC)cc2)cc1
  -11%	15%	2%[10 µM]	9%	1%	0%[9.22 µM]	-7%
C=CCn1c(O)c(C(CC)=Nc2cc(OC)ccc2OC)c(=O)[nH]c1=O
  -4%	25%[38.3 µM]	-18%[0.074 µM]	1%	-13%	2%	-18%
O=C(Nc1ccc(F)cc1)Oc1ccc[nH]c1=O
  -1%	·	15%[10 µM]	·	8%	27%[9.22 µM]	?
CN1C(=O)[C@@H](NC(=O)c2cc3ccccc3[nH]2)N=C(c2ccccc2)c2ccccc21
  -2%	0%	-56%[inhibitor]	·	1%	-1%	·
ClCC[N+]12CC[N+](CCCl)(CC1)C2 (tested in a mixture with another compound)
  6%[14.2 µM]	-4%	-2%[10 µM]	·	·	·	·
CC(N)Cc1ccccc1Sc1ccc(O)cc1 (stereo unspecified)
  -14%	-3%[38.3 µM]	-15%	1%	-6%	-20%	-10%
O=C1CC2OCC=C3CN4CCC56c7cc([N+](=O)[O-])ccc7N1C5C2C3CC46 (stereo unspecified)
  10%	-4%	11%[10 µM]	2%	4%	5%	11%
CC[C@]1(O)CC(O[C@@H]2CC(N(C)C)C(O)C(C)O2)c2c(cc3c(c2O)C(=O)c2c(O)ccc(O)c2C3=O)C1C(=O)OC (stereo partly specified)
  10%	16%	-180%[inhibitor]	·	0%	·	·
CCn1c(O)c(C=Nc2ccc(S(N)(=O)=O)cc2)c(=O)n(CC)c1=S
  40%[activator]	-6%	·	-6%	0%	?	-1%
COc1cc(NS(=O)(=O)c2ccc3c(c2)oc(=O)n3C)cc(OC)c1OC
  5%	8%[38.3 µM]	-16%	0%	2%	?	11%
Cc1ccc(-n2nc(C)c(C3C(C#N)=C(N)Oc4c3c(=O)oc3ccccc43)c2Cl)cc1 (stereo unspecified)
  14%	15%	20%[10 µM]	-3%	-3%	?	-4%
O=C1C2CCCN2C(c2ccccc2)N1c1ccccn1 (stereo unspecified)
  ·	·	-55%[inhibitor]	-2%	-1%	?	7%
c1ccc(C[C@@H](c2ccccc2)N2CCCCC2)cc1
  -3%	11%	-14%	·	1%	·	·
O=[N+]([O-])[N-][n+]1cnn(Cc2ccccc2)c1
  3%	-10%	-35%[inhibitor]	2%	·	9%	-4%
CC1(C)C(C(=O)NN2C(=O)c3ccccc3C2=O)C1(C)C
  -4%	25%[38.3 µM]	-14%	8%	-16%	9%	5%
C=CCc1cc(OC)c2c(c1OC)OCO2
  8%	-4%	·	·	-11%	·	·
Cc1cccc(-c2nc3ccccc3c(=O)n2-n2cccc2)c1
  8%	8%[38.3 µM]	0%	4%	-5%	1%	3%
CNc1ccc2oc(C[C@H]3O[C@@]4(CC[C@H]3C)O[C@H]([C@H](C)C(=O)c3ccc[nH]3)[C@H](C)C[C@H]4C)nc2c1C(=O)O
  -7%&5%	-14%	-66%[inhibitor][10 µM]	·	-8%&-1%	?	?
O=C(NCP(=O)(O)O)c1cccnc1
  16%[14.2 µM]	-1%	3%[10 µM]	·	·	·	·

The final 2 entries of the section above lead into the next:
Assay codes – A = RGS12 GoLoco inh; B = IMPase Li inh; C = HTT ATP protect; D = GAA inhib; E = aGlu spleen mod; F = HttQ103 aggreg; G = GAA glycogen mod
CNc1ccc2oc(C[C@H]3O[C@@]4(CC[C@H]3C)O[C@H]([C@H](C)C(=O)c3ccc[nH]3)[C@H](C)C[C@H]4C)nc2c1C(=O)O
  A: -7%&5% | B: -14% | C: -66%[inhibitor][10 µM] | D: · | E: -8%&-1% | F: ? | G: ?
O=C(NCP(=O)(O)O)c1cccnc1
  A: 16%[14.2 µM] | B: -1% | C: 3%[10 µM] | D: · | E: · | F: · | G: ·
Cc1ccc(-n2c(-c3nn(C)c(C)c3Cl)n[nH]c2=S)cc1
  A: -3% | B: ? | C: -18% | D: 0% | E: -2% | F: 27% | G: ?
CCCCCCNC(=O)N[C@H](Cc1ccc(O)cc1)C(=O)NCCC[C@H]1CN2C(=NC[C@H]2CCC)N1CC1CCC1
  A: 14µM* | B: · | C: -10%[10 µM] | D: · | E: -4% | F: 11%[9.22 µM] | G: -5%
COc1ccc2c(c1)c(CCN1CCOCC1)c(C)n2C(=O)c1cccc(Cl)c1Cl
  A: -1% | B: 1% | C: -221%[inhibitor] | D: · | E: -1% | F: · | G: ·
C[C@H](N)Cc1cnc[nH]1
  A: -4%&2% | B: 3%&-2% | C: 14% | D: · | E: -5%&8% | F: · | G: ·
CC1O[C@@H](O[C@@H]2C(O)C[C@H](O[C@@H]3C(O)C[C@@H](OC4CC[C@@]5(C)C6CC[C@]7(C)C(C8=CC(=O)OC8)CC[C@@]7(O)C6CC[C@@H]5C4)OC3C)OC2C)CC(O)[C@H]1O (stereo partly specified)
  A: 3% | B: -4% | C: · | D: · | E: 3% | F: · | G: ·
C=C1[C@@H]2CC[C@H]3[C@@]4(C)C[C@@H](O[C@@H]5O[C@H](CO)[C@H](OS(=O)(=O)O)[C@@H](OS(=O)(=O)O)[C@@H]5OC(=O)CC(C)C)C[C@@H](C(=O)O)[C@H]4CC[C@@]3(C2)[C@H]1O
  A: 3%[21.6 µM] | B: 5% | C: -5%[40.3 µM] | D: · | E: 6%[29.1 µM] | F: · | G: ·
O=c1[nH]c(O)c(C=Nc2ccccc2[N+](=O)[O-])c(=O)[nH]1
  A: -1% | B: -3% | C: -10% | D: 4% | E: -2% | F: 18% | G: 12%
O=C1NC(=S)N(c2ccc(Cl)cc2)C(=O)/C1=C/N1CCN(C(=O)c2ccco2)CC1
  A: · | B: · | C: -26% | D: ? | E: 6% | F: -3% | G: -7%
O=C(c1cccs1)N1C2CCC1CC(O)(c1cccnc1)C2 (stereo unspecified)
  A: -10% | B: -20%[38.3 µM] | C: 0% | D: 2% | E: -3% | F: 1% | G: -3%
Cn1c2ccccc2c2cnn(CC(=O)N3CCC4(CC3)OCCO4)c(=O)c21
  A: 0% | B: ? | C: 4%[10 µM] | D: 2% | E: 2% | F: -11% | G: 6%

The final 3 compounds of the section before come first, to join the parts.
Assay codes – A = RGS12 GoLoco inh; B = IMPase Li inh; C = HTT ATP protect; D = GAA inhib; E = aGlu spleen mod; F = HttQ103 aggreg; G = GAA glycogen mod
O=C1NC(=S)N(c2ccc(Cl)cc2)C(=O)/C1=C/N1CCN(C(=O)c2ccco2)CC1
  A: · | B: · | C: -26% | D: ? | E: 6% | F: -3% | G: -7%
O=C(c1cccs1)N1C2CCC1CC(O)(c1cccnc1)C2 (stereo unspecified)
  A: -10% | B: -20%[38.3 µM] | C: 0% | D: 2% | E: -3% | F: 1% | G: -3%
Cn1c2ccccc2c2cnn(CC(=O)N3CCC4(CC3)OCCO4)c(=O)c21
  A: 0% | B: ? | C: 4%[10 µM] | D: 2% | E: 2% | F: -11% | G: 6%
CCN(CC)c1ccc(N=Cc2c(O)n(-c3cc(OC)ccc3OC)c(=O)[nH]c2=O)cc1
  A: 20% | B: 5%[38.3 µM] | C: -38% | D: -15%[15.4 µM] | E: -5% | F: -27% | G: 6%
COc1cccc(C2C([N+](=O)[O-])=C(N)Oc3c2c(=O)oc2ccccc32)c1 (stereo unspecified)
  A: -1% | B: 30%[38.3 µM] | C: -17% | D: 1% | E: -2% | F: -9% | G: 8%
O=C1C=C2C=C[C@H]3C[C@]2(O1)[C@@H]1CCCCN13
  A: 9% | B: -5% | C: · | D: 1% | E: -5% | F: · | G: -3%
O=C1Nc2ccccc2/C1=C/c1nc2ccccc2c(=O)n1-c1ccc(O)cc1
  A: 1% | B: · | C: -8%[10 µM] | D: · | E: 3% | F: -12%[9.22 µM] | G: 3%
O=c1c2ccccc2nc(Cc2ccccc2)n1-c1ccccc1O
  A: -3% | B: · | C: 14%[10 µM] | D: 1%[15.4 µM] | E: 5% | F: 20%[9.22 µM] | G: -5%
O=S(=O)(c1ccccc1)N1CC1c1ccccc1 (stereo unspecified)
  A: -12% | B: 2% | C: -17%[10 µM] | D: 1% | E: -3% | F: 8% | G: 7%
COP(=O)(OC)C1(O)C(=O)Nc2ccc(Br)cc21 (stereo unspecified)
  A: 4% | B: -3% | C: 8%[10 µM] | D: -4% | E: -8% | F: 8% | G: 7%
